Source: PubChem (National Center for Advancing Translational Sciences (NCATS))
TrxR1 inh: blocks rat thioredoxin reductase 1 | recombinant rTrxR1, NADPH fluorescence consumption, selenite substrate | AID 588453 | 1% of 390,000 active | O89049 | Potency, µM (top dose mostly 114 µM), without a hit: at the highest dose activity change, negative = inhibition, most hits filed as inhibitors; note: potency is the fitted concentration of half-maximal effect; % is set by controls: 0 for no effect and ±100 for the full control effect; nearly all actives have a fitted effect of over 65% in size
Target sequence (O89049 whole entry, looked up): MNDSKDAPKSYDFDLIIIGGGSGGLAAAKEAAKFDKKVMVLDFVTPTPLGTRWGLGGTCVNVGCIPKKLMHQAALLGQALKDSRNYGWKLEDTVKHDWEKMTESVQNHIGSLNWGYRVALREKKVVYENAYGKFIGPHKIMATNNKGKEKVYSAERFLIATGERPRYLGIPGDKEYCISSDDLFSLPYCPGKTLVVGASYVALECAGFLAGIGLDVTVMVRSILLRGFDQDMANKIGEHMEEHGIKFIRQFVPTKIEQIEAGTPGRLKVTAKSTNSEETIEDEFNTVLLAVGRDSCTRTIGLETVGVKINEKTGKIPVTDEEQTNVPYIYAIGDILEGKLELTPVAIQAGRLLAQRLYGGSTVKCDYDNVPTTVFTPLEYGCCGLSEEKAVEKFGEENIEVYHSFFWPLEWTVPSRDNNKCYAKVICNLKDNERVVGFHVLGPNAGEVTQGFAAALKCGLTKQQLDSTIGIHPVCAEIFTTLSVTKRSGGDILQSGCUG
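Rat TrxR1 (90 nM in the dispensed reagent) was pre-reduced with 400 uM NADPH for 5 min at room temperature, then incubated with compound for 15 min. After 400 uM selenite was added, NADPH fluorescence (Ex 340/Em 450 nm) was followed for 8 min.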
mIDH1 inhibitor: human IDH1 R132H inhibition; O75874; IDH1-R132H enzyme, NADPH consumption, diaphorase/resazurin fluorescence; Potency, µM (doses to about 76.6 µM), for the others: at the highest dose activity change, negative = inhibition, hits mostly inhibitors; 0.093% of 390,000 active; AID 602179; note: potency is the fitted concentration of half-maximal effect; % is set by controls: 0 for no effect and ±100 for the full control effect; nearly all actives have a fitted effect of over 65% in size
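IDH1-R132H (0.5 ug/mL) preincubated 30 min with compound, then NADPH (0.016 mM) and alpha-KG (2 mM) added; 80 min at RT, pH 7.5. Remaining NADPH coupled via diaphorase/resazurin to fluorescence (540/590 nm); concentration-response curves normalized to no-enzyme control.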
Vif-A3F inh: Vif-A3F binding inhibition. HeLa A3F-eYFP + Vif (tagged APOBEC3F with the HIV-1 protein that degrades it), YFP fluorescence increase. Potency, µM (top dose mostly 46.1 µM), for inactives: top-dose activity, negative = active. 0.2% of 390,000 active; note: potency is the fitted concentration of half-maximal effect; % of control where 0% means no effect; nearly all actives have a fitted effect of over 65% in size
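HeLa cells stably expressing Vif plus C-terminally eYFP-tagged A3F were seeded, incubated overnight at 37 deg C, dosed with compound, incubated overnight again at 37 deg C. Yellow fluorescence (Ex 488/Em 500-530) reported blocked Vif-mediated A3F-eYFP degradation.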
RGS4 inh: blocks human RGS4-accelerated GTP hydrolysis; P49798; Transcreener GDP fluorescence polarization, RGS4-accelerated GTP hydrolysis; Potency, µM (titrated, usually from 114 µM), for the others: at the highest dose activity change, negative = inhibition, usual class: inhibitors; 0.039% of 390,000 active; note: potency is the fitted concentration of half-maximal effect; % is set by controls: 0 for no effect and ±100 for the full control effect; nearly all actives have a fitted effect of over 75% in size; some results filed as inactive show a strong effect at the top dose
Target sequence (P49798 whole entry, looked up): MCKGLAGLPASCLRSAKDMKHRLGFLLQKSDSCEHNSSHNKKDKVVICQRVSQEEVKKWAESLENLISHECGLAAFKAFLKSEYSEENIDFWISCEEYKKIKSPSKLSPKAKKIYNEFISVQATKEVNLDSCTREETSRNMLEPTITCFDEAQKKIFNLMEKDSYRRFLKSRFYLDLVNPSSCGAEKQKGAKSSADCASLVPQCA
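MLSMR compounds (23 nl, pin-transferred) preincubated 10 min at room temperature with a 500nM (2x) first reagent, then RGS4 at 900nM (2x) plus Transcreener GDP mix added; fluorescence polarization (620/688 nm) read before and after 90 min at 30 °C.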
USP1-UAF1 inh: blocks the human USP1/UAF1 deubiquitinase complex; O94782; recombinant USP1/UAF1, Ub-Rhodamine cleavage fluorescence; Potency, µM (highest dose often 57.1 µM), inactives show top-dose activity change, negative = inhibition, actives largely listed as inhibitors; 0.23% of 390,000 active; AID 743255; note: potency is the fitted concentration of half-maximal effect; % is set by controls: 0 for no effect and ±100 for the full control effect; nearly all actives have a fitted effect of over 60% in size; inactives centre near -12
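In this screen, compounds sit with the deubiquitinase complex (1nM) for 15 min at room temperature before Ub-Rho is added at 150nM final. Fluorescence rise is then followed for 6 reads every 60 seconds.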
Vif-A3G inh: blocks the Vif interaction with human APOBEC3G | Q9HC16 | HeLa A3G-eYFP + Vif (tagged APOBEC3G with the HIV-1 protein that degrades it), YFP fluorescence, overnight | Potency, µM (highest dose often 46.1 µM), inactives show top-dose activity, negative = active, actives largely listed as inhibitors | 0.076% of 410,000 active | AID 602310;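 note: potency is the fitted concentration of half-maximal effect; % is set by controls: 0 for no effect and ±100 for the full control effect; nearly all actives have a fitted effect of over 60% in size; hits raise eYFP signal because A3G escapes Vif-driven loss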
Target sequence (Q9HC16 whole entry, looked up): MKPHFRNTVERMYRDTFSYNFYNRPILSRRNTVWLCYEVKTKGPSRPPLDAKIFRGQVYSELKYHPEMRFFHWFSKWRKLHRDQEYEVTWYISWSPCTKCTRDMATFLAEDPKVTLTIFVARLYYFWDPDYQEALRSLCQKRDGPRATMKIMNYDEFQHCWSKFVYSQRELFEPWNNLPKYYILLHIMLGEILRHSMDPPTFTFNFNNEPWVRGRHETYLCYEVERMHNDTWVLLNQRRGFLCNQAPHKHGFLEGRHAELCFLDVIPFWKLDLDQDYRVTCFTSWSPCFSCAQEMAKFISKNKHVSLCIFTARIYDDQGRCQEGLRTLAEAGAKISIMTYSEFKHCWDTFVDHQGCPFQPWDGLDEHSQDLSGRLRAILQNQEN
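HeLa cells stably expressing Vif and C-terminally eYFP-tagged A3G, seeded overnight at 37 deg C, then exposed to compound by pintool overnight at 37 deg C. Rise in yellow fluorescence (Ex 488/Em 500-530, Acumen) marks blocked Vif-driven A3G degradation.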
GRP78 ERSR act: induces the endoplasmic reticulum stress response in human glioma cells. U87-MG GRP78 promoter luciferase reporter, 16 h. 0.02% of 420,000 active. Potency, µM, for inactives: top-dose activation, actives largely listed as activators; note: potency is the fitted concentration of half-maximal effect; series mostly up to about 76 µM; % of control where 0% means no effect; nearly all actives have a fitted effect of over 35% in size
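Stably transfected U87-MG glioma cells carrying a GRP78-based luciferase sensor; 16 h compound incubation. Luminescence end-point read 10 min after Bright-Glo addition at room temperature.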
TrxR1 substrate: is turned over as a substrate by rat TrxR1; purified TrxR1 substrate turnover, NADPH consumption readout; Potency, µM (doses to about 114 µM), for inactives: top-dose activity change, negative = substrate turnover; 0.01% of 390,000 active; note: potency is the fitted concentration of half-maximal effect; % is set by controls: 0 for no effect and ±100 for the full control effect; nearly all actives have a fitted effect of over 50% in size
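Rat TrxR1, dispensed at 90 nM, was prereduced with 400 uM NADPH (final) for 5 min at ~22 deg C, then incubated with compound 15 min before 400 uM selenite. A first-read NADPH fluorescence drop versus no-compound background flagged substrates.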
LDHA block: LDHA (human) enzyme inhibition; purified LDHA, NADH/diaphorase-resazurin fluorescence; active compounds read low; activity change, % (values are at about 110 or 230 µM); 0.15% of 480,000 active; AID 1347041; in the data active = activity change below about -30%; inconclusive = mostly about -25% to -30%;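 note: plate controls were DMSO wells for no effect and wells without enzyme for full effect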
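Resorufin fluorescence (ex540/em590), read at 0 and 20 min after diaphorase/resazurin addition, reports the NADH left after a 5 min room-temperature reaction of 2 nM human LDH5 with 0.06 mM NADH and 0.2 mM pyruvate.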
The depositor's hits bear a star; ? = inconclusive; · = no result given; & = joins results of further samples; [ ] = remark or other dose. Unless noted, calls come from the whole dose curve; as a rule, active = well fitted curve in the direction sought with a large enough effect; inconclusive = small, poorly fitted or top-dose-only effect, or another doubt; inactive = no such curve, though single readings can be large; an effect the other way counts as inactive or inconclusive. The list is partial. The share of hits here may be higher or lower than overall.

Below each SMILES: TrxR1 inh, mIDH1 inhibitor, Vif-A3F inh, RGS4 inh, USP1-UAF1 inh, Vif-A3G inh, GRP78 ERSR act, TrxR1 substrate, LDHA block
O=c1c2ccccc2[nH]c(=S)n1CCCn1ccnc1
 : 16%, 5%, 4%, 12%, -25%, -10%, -6%, 12%, -1
CCN(CC)S(=O)(=O)c1ccc2c(c1)N(CC(=O)Nc1cccc(C#N)c1)C(=O)CO2
 : 33%, ·, ·, -11%, -20%, ·, ·, 5%, 2
CCOc1ccc(C(=O)NCC(=O)OCc2c(C)noc2C)cc1OCC
 : 26%[57.1 µM], 9%, -2%, -35%, -6%, -7%, 1%, -7%[57.1 µM], -2
CCCNC(=O)N1CCN(c2ncccn2)CC1
 : -9%, 10%, 0%, -14%, 0%, 2%, -5%, -7%, 0
CC(=O)Nc1nonc1C(=O)N1CCC(C)CC1
 : 11%, -3%, 0%, 5%, 0%, -1%, -2%, 0%, 4
CN1CCc2c(sc(N)c2C(N)=O)C1
 : ?, 10%, -7%, -9%, ?, -1%, -8%, 63%[activator], 13
O=C(O)c1cnc2ccc(Cl)cc2n1
 : ·, 5%, -3%, ·, 5%, 2%, -3%, ·, -7
CN1CCN(C(=O)c2cc(-c3ccccc3)on2)CC1
 : 13%, 0%, 1%, -19%, 1%, 0%, 2%, 7%, -7
CCc1ccc(NC(=O)CSc2ccc(-c3cccs3)nn2)cc1
 : -6%, -1%, 2%, 19%, -21%, 2%, -2%, -11%, -8
O=C(NC1CCOc2ccccc21)c1ccccn1 (stereo not given)
 : 21%, 0%, 16%, 9%, 0%, 0%, -5%, 3%, 0
COc1cc(NC(=O)c2cc(=O)[nH]c3ccc(S(=O)(=O)N4CCOCC4)cc23)cc(OC)c1
 : 0%, 10%, 7%, -20%, -21%, 0%, -2%, -7%, 1
Cc1c(C(=O)NC2=NCCS2)cccc1[N+](=O)[O-]
 : 17%, -5%, 3%, 7%, 5%, -4%, -5%, -3%[57.1 µM], -9
CC(C)C(=O)Nc1ccc(-c2ccc3nncn3n2)cc1
 : 11%, 19%, -4%, 14%, -9%, -13%, 0%, 0%, -9
Cc1cccc(CC(C)NC(=O)c2oc3c(F)cccc3c2C)n1 (stereo not given)
 : 8%, -1%, 5%, -22%, -18%, -1%, 1%, -4%, -1
COc1ccc(CNC(=O)Cc2cccs2)cc1
 : 22%, -5%, 1%, -10%, -21%, -3%, -2%, 3%, -3
O=C(/C=C/c1ccco1)N(Cc1cccc(Br)c1)C1CCS(=O)(=O)C1 (stereo not given)
 : 10µM*, 10%, -14%, -52%, 11%, -7%, -3%, 9%[57.1 µM], -10
CCN(CC)C(=O)CSc1nc2c(sc(=S)n2-c2ccccc2)c(=O)[nH]1
 : 12%, -5%, 5%, -8%, -18%, 4%, -1%, -2%, -3
COC(=O)c1cc(NS(=O)(=O)c2ccc3c(c2)OCCO3)ccc1Cl
 : 27%, -13%, -10%, 14%, -17%, -23%, -1%, 2%, -10
CCOC(=O)c1ccc(NC(=O)CSc2ccc(-c3sc(C)nc3C)nn2)cc1
 : 21%[57.1 µM], -9%, -1%, -3%, -1%, 1%, 0%, -2%[57.1 µM], -5
N#Cc1nc(Cc2cccc3ccccc23)oc1NCCCN1CCOCC1
 : -4%[57.1 µM], 7%, -3%, 13%, -14%, -6%, -3%, 10%, 4

Part of the list above, set out differently.
| SMILES | TrxR1 inh | mIDH1 inhibitor | Vif-A3F inh | RGS4 inh | USP1-UAF1 inh | Vif-A3G inh | GRP78 ERSR act | TrxR1 substrate | LDHA block |
| --- | --- | --- | --- | --- | --- | --- | --- | --- | --- |
| CCCNC(=O)N1CCN(c2ncccn2)CC1 | -9% | 10% | 0% | -14% | 0% | 2% | -5% | -7% | 0 |
| CC(=O)Nc1nonc1C(=O)N1CCC(C)CC1 | 11% | -3% | 0% | 5% | 0% | -1% | -2% | 0% | 4 |

(cont.)
Below each SMILES: TrxR1 inh, mIDH1 inhibitor, Vif-A3F inh, RGS4 inh, USP1-UAF1 inh, Vif-A3G inh, GRP78 ERSR act, TrxR1 substrate, LDHA block
COc1ccc(OC)c(C2C(C#N)=C(N)N(N(C)C)C3=C2C(=O)CCC3)c1 (stereo not given)
 : -11%[11.4 µM], 6%, ?, 11%, -13%, -1%, -6%, -7%[11.4 µM], 3
O=C(COC(=O)c1ccc(F)c(S(=O)(=O)N2CCOCC2)c1)Nc1ccc2c(c1)OCO2
 : 1%, 1%, 3%, 8%, -5%, 1%, -4%, -5%, -2
CCCN1CCN(c2nc3c([nH]2)c(=N)ncn3CC(O)CO)CC1 (stereo not given)
 : -4%, -2%, 0%, 18%, 2%, -1%, 2%, -7%, -4
Nc1c(C(=O)Nc2nccs2)sc2nc(-c3cccs3)cc(C(F)(F)F)c12
 : -8%, 0%, ?, -32%, 29%, 8.9µM*, 7%, 2%, -1
CCOc1ccc(C(=O)Nc2ccc3nc(SCC(=O)N4CCOCC4)sc3c2)cc1
 : 14%, 20%, -1%, -5%, -24%, 1%, -3%, 4%, -5
CCCCOc1nc2ccccc2nc1C(C#N)C(=O)NC1CCCCC1 (stereo not given)
 : 4%[57.1 µM], 0%, -9%, -4%[11.4 µM], -8%, 0%, -2%, 3%[57.1 µM], 1
CC(=O)C1=C(C)OC(N)=C(C#N)C1c1cc([N+](=O)[O-])ccc1Cl (stereo not given)
 : 30%[57.1 µM], 9%, ?, -51%, -8%, ?, -4%, -8%[57.1 µM], 19
Cc1ccc(O)c([C@H](CCN(C(C)C)C(C)C)c2ccccc2)c1
 : -6%&32%, 16%&10%, 11%&1%, -15%&7%, -21%&-11%, 3%&0%, -4%&-2%&-4%, 1%&6%, -4&-6
COC(=O)C(Cc1ccccc1)NC(=O)c1ccc(NS(=O)(=O)c2ccc3[nH]c(=O)[nH]c3c2)cc1 (stereo not given)
 : -16%, -3%, 3%, 11%, -26%, -10%, -2%, -8%, -3
COc1ccc(Cl)cc1NC(=O)N1CCN(CCc2ccccc2)CC1
 : 16%, 0%, -16%, -1%, -17%, 2%, -4%, 6%, 0
Cc1ccc(C)c(S(=O)(=O)N2CCN(CC(=O)Nc3ccc([N+](=O)[O-])cc3)CC2)c1
 : -11%, 7%, 1%, 2%, -19%, -1%, -4%, -12%, 1
O=C(C[n+]1c2ccccc2cc2ccccc21)c1ccc(F)cc1
 : -24%, ·, ·, ·, ·, 5%, -3%, 8%, -45*
COc1cccc(OCC(O)CNC(C)c2ccccc2)c1 (stereo not given)
 : -12%, -2%, 8%, 12%, -9%, 0%, 2%, -4%, -3
O=C(Nc1cccc(S(=O)(=O)NC2=NCCC2)c1)c1ccc(=O)[nH]c1
 : 12%, 14%, -14%, 7%, -6%, -8%, -5%, -4%, -5
C[C@H](CO)N1C[C@H](C)[C@H](CN(C)C(=O)Nc2ccc(F)cc2)Oc2ccc(NC(=O)NC3CCCCC3)cc2CC1=O
 : 1%[57.1 µM], -13%, 1%, 0%, -19%, -1%, 0%, 0%[57.1 µM], -2
CC1NC2(C(=O)N(Cc3ccccc3)c3ccccc32)C2C(=O)N(c3ccccc3)C(=O)C12 (stereo not given)
 : 13%, 1%, 0%, -8%, -18%, 1%, -3%, 2%, -13
O=C(NN=C1CCCCCCCCCCC1)c1ccncc1
 : 8%[57.1 µM], 8%, 5%, -4%, -12%, -1%, -1%, -4%[57.1 µM], -5
O=C1c2ccccc2NC(c2ccc(Br)o2)N1O (stereo not given)
 : ?, ·, 1%, -29%, ·, 5%, -3%, -8%, 4&-4
CC1(C)CC(=O)C(C=NCCN2CCN(C(=O)C34CC5CC(CC(C5)C3)C4)CC2)=C(O)C1
 : -9%[57.1 µM], -7%, -4%, -7%, -16%, -2%, -7%, -5%, -3
Cc1nc2cc(-c3cccs3)nn2c(NCC(C)(C)CN(C)C)c1C
 : 5%, 15%, -5%, 7%[11.4 µM], -9%, 0%, -2%, 2%, 1
CC(C)=C1C2C=CC1C(C(=O)Nc1cccc(C)c1)C2C(=O)O (stereo not given)
 : -16%, 3%, -1%, -11%, -15%, -3%, -2%, 12%, 1
Cn1c(=O)c2[nH]c(NN=Cc3ccccc3)nc2n(C)c1=O
 : 0%[2.29 µM], 6%, -3%, 5%, -1%, -5%, 4%, 5%[57.1 µM], -5
Nc1nonc1-n1nnc(C(=O)N/N=C/c2ccc(Cl)cc2)c1-c1ccc2c(c1)OCO2
 : 23%, 13%, 5%, -1%, -7%, -2%, -4%, -1%, -4
COc1ccc(Cl)cc1N(CC(=O)N1CCCC1)S(=O)(=O)c1ccc(C)cc1
 : 20%, -2%, 0%, 8%, ?, 1%, -3%, 1%, -1
O=C(NC1CC1)c1ccc(CS(=O)c2ccccc2)o1 (stereo not given)
 : 25%[57.1 µM], 11%, 5%, 8%, -1%, 1%, 0%, 14%[57.1 µM], -11
CN(C(=O)c1cccc(NC(=O)Cc2cccc(NC(=O)C3CCCN(C(=O)C4CCCC4)C3)c2)c1)C1CC1 (stereo not given)
 : 9%, -12%, 2%, -7%, -16%, 1%, -1%, -8%, -7
CC(=O)Nc1ccc(S(=O)(=O)N(C)CC(=O)OCCOc2cccc(C)c2)cc1
 : 14%, 0%, -7%, -7%, -8%, 0%, -5%, 1%, 1
